# GPR35 antagonists = GPR35 antagonists blocking zaprinast-driven arrestin recruitment, primary screen, imaging, U2OS, beta-arrestin-GFP, zaprinast agonist (AID 2058); U2OS GPR35 beta-arrestin-GFP translocation imaging, zaprinast antagonism; higher % means a stronger effect; one-dose inhibition, % at 10 µM; IC50 in µM for titrated hits; actives 0.052% (n = 290,000);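 active means inhibition of at least 50% with at least 30 cells and total cytoplasm GFP at most 10,000,000; inconclusive means under 30 cells or total GFP of 10,000,000 plus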
# AID2073 = disruptors of CaV2.2 binding to Mint1 – biochemical, HTRF (AID 2073); inhibition, % at 20 µM, or IC50 in µM where a hit was titrated; actives 0.19% (n = 290,000); HTRF protein-protein interaction, Mint1-CaV2.2; higher % means a stronger effect; in the data active means inhibition mostly above about 51%, no sharp cut-off; inconclusive means no clear call, values can overlap the other calls; inactive means mostly below about 53%; further: some results filed as inactive read as strong as hits
# Dengue-2 NS5 capping = Dengue-2 NS5 methyltransferase inhibitors, primary screen, biochemical, confirmation dose response (AID 588689) | Dengue-2 NS5 methyltransferase capping enzyme assay, biochemical; higher % means a stronger effect | inhibition, % at 25 µM; hits with a dose series show IC50 in µM | actives 0.3% (n = 340,000); in the data active means a potency from the dose series; inconclusive means inhibition above about 29% without an active follow-up result
# K1F lysis inhibition = protection from phage-mediated lysis, alamar blue read-out – E. coli UTI89, K1F phage, bacterial capsule biogenesis inhibitors (AID 488966) | E. coli UTI89 K1F phage lysis, alamar blue, 2 h; higher % means a stronger effect | one-dose inhibition, % at 100 µM; IC50 in µM for titrated hits | actives 0.02% (n = 340,000);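 active means phage lysis inhibition, versus mean bacterial control, above a set limit; inconclusive means no clear call, values can overlap the other calls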;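 further: capsule biogenesis inhibitors block K1F phage lysis so surviving cells raise fluorescence; higher fluorescence means more inhibition of phage lysis; actives were called in the ten point dose series up to 300 µM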
# LYP inhibition = inhibitors of LYP phosphatase, biochemical, fluorescence intensity, uHTS (AID 1779) | inhibition, % at 11.5 µM; hits with a dose series show IC50 in µM | recombinant LYP phosphatase, fluorescence intensity; higher % means a stronger effect | actives 0.054% (n = 290,000); in the data active means inhibition above about 50%;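 further: plate controls were vehicle with enzyme for no effect and no enzyme for full effect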
# NTR1 ag = agonists of NTR1, primary screen, imaging, U2OS cells, beta-arrestin-GFP, high content (AID 493036); NTR1-U2OS beta-arrestin-GFP spot imaging, agonist mode; activation, % at 20 µM; actives 0.17% (n = 330,000);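 active means activation at or above 40% of the spot to cytoplasm intensity ratio, with at least 20 cells analyzed; inconclusive means wells under 20 cells, flagged as cytotoxic or low count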;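 further: 0% = DMSO without peptide and 100% = 100 nM NTR1 peptide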
# Target sequence (P30989 whole entry, looked up): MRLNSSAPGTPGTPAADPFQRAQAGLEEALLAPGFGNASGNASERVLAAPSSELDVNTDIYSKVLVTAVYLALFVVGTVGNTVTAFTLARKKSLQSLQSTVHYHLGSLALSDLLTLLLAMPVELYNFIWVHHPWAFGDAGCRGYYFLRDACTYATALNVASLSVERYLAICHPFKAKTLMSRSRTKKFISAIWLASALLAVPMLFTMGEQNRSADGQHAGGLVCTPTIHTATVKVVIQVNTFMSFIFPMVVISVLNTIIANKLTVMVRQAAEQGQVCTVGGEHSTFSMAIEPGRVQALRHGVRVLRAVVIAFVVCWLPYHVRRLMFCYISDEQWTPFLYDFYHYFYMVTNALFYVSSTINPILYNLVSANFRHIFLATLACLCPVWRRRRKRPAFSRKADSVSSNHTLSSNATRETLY
# Autophagy HCS = alters autophagy in cells. MEF GFP-LC3 puncta imaging; test concentration mostly 10 µM. calls only at 10 µM (by protocol). actives 0.98% (n = 190,000). AID 463193;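 active means percentage of spot-positive cells more than 3 SD above its plate mean, without a fluorescence outlier flag or 80% toxicity; inconclusive means no clear call, values can overlap the other calls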;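 further: spot-positive cell cutoff set from DMSO-treated cells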
# WT yeast gro inh = growth inhibition of WT yeast, mitochondrial fusion screen; mitochondrial fusion phenotypic screen, WT strain; inhibition, % at 10 µM; actives 2.1% (n = 190,000); AID 1362; in the data active means inhibition above about 58%; tested in S. cerevisiae
# RSV antiviral HEp-2 = RSV antiviral activity via CPE protection, HEp-2 cells, primary 10 µM value included (AID 2391); HEp-2 cells, RSV-induced CPE inhibition; higher % means a stronger effect; CPE inhibition, % at 10 µM, or IC50 in µM where a hit was titrated; actives 0.13% (n = 310,000); in the data active means a potency from the dose series; inconclusive means CPE inhibition mostly from about 23% at the one dose, without a potency; inactive means the rest, 99 in 100 with CPE inhibition below about 21%; further: strong numbers were not always called active
# WT yeast gro inh mutant strain = recorded beside WT yeast gro inh, whose call it bears; inhibition, %; mitochondrial fusion phenotypic screen, mutant strain inhibition
# Autophagy HCS cell loss 18 h = second read-out of Autophagy HCS, no call of its own (marks repeat the call); toxicity, %; measured here: cell loss, nuclei count;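 cell loss after 18 h compound exposure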
# NTR1 ag cell count 20 µM = recorded beside NTR1 ag, whose call it bears; cell count; measured here: cell count, cytotoxicity flag
# Dengue-2 NS5 capping pilot replicate = recorded beside Dengue-2 NS5 capping, whose call it bears; inhibition, %; measured here: pilot screen replicate inhibition
# Numbers without * were called inactive; i = inactive; ? = inconclusive; · = no result given; [ ] = remark or other dose.
SMILES,GPR35 antagonists,AID2073,Dengue-2 NS5 capping,K1F lysis inhibition,LYP inhibition,NTR1 ag,NTR1 ag cell count 20 µM,Autophagy HCS,Autophagy HCS cell loss 18 h,WT yeast gro inh,WT yeast gro inh mutant strain,RSV antiviral HEp-2,others
Cc1ccc(NS(=O)(=O)c2c(C)[nH]c(C)c2C(=O)N2CCCCC2)c(Cl)c1,-14%,-6%,-11%,0.1%,-4%,-0.1,50,·,·,·,·,1.5%,
O=C(O)CSCC(=O)NCc1ccc(Cl)cc1Cl,-18%,0%,·,4.4%,-8%,0.6,84,i,8,-2,-1,2.5%,
COc1ccc(OCCn2c(=O)sc3ccccc32)cc1,-2%,-5%,2%,-0.2%,-6%,2.7,29,i,21,8,6,3.0%,
Cc1ccc2nc(Nc3ccc(C)c(Cl)c3)c3nncn3c2c1,-1%,31%,-5%,0.0%,-3%,16,67,·,·,·,·,0.9%,
O=S(=O)(c1ccc(Cl)cc1)N1CCC(N2CCCCCC2)CC1,0%,6%,1%,0.5%,-6%,-0.2,62,i,8,-4,27,-2.0%,
Cc1onc(-c2ccccc2Cl)c1C(=O)NC1CCS(=O)(=O)C1 (centres undefined),-6%,8%,-6%,5.6%,-4%,0.2,59,i,11,11,9,1.6%,
Cc1ccc2sc(N(CCCN(C)C)C(=O)c3nc4ccccc4s3)nc2c1C,30%,0%,-7%,0.7%,-2%,-0.2,52,i,-10,59*,37*,0.8%,
Cc1ccc(/C=C2/Sc3ccc(C(=O)NCc4ccccn4)cc3NC2=O)cc1,12%,48%,?,-0.2%,-2%,1.3,54,·,·,·,·,1.2%,
COc1ccc(NC(=O)COc2ccc(-c3ccccc3)cc2)cc1,·,·,-10%,0.4%[50 µM],·,-0.9,54,·,·,·,·,0.0%,
CC(=O)NC(=S)Nc1ccc(S(=O)(=O)Nc2ncccn2)cc1,-1%,-9%,-2%,0.2%,-11%,1.5,52,·,·,·,·,0.9%,
C#CCN(C)Cc1ccccc1,-4%,-1%,-3%,0.7%,-9%,3.3,45,i,14,12,-13,0.1%,
CCOc1ccc(NC(=O)CN(C)Cc2ccc3c(c2)OCO3)cc1S(=O)(=O)N1CCCC1,·,·,-1%,0.6%[50 µM],·,1.0,59,·,·,·,·,0.3%,
O=C(CSc1cccc2cccc(Cl)c12)NCc1cccs1,-9%,-6%,-8%,0.1%,-3%,-0.1,87,i,5,10,14,8.7%,
Cn1nc(Cc2cccc3ccccc23)c(C#N)c1N,·,·,2%,0.2%,·,0.5,86,·,·,·,·,0.1%,
O=c1c2ccccc2nc2oc3ccccc3n12,-12%,-8%,6%,0.2%,-8%,-0.3,84,·,·,·,·,16%,
CC(C)c1ccc(CN(C(=O)/C=C/c2ccco2)C2CCS(=O)(=O)C2)cc1 (centres undefined),3%,-2%,-2%,0.2%,6%,0.1,51,·,·,·,·,1.0%,
CC(C)N(Cc1ccccc1)C(=O)COC(=O)c1ccc(O)cc1,·,·,4%,0.0%[50 µM],·,-0.1,72,·,·,·,·,1.4%,
CCOC(=O)C1=C(N)Oc2c(oc(CO)cc2=O)C1c1ccc(F)cc1 (centres undefined),16%,12%,1%,0.0%,0%,1.0,47,i,17,2,2,-1.9%,
CCOC(=O)COc1nc(-c2ccc(Cl)cc2)cc(-c2ccco2)c1C#N,-20%,29%,-5%,0.1%,-4%,3.7,38,·,·,·,·,0.3%,
COC(=O)C(C)(C)ONC(=O)Nc1ccc([N+](=O)[O-])cc1,0%,2%,·,0.4%,-8%,-0.6,40,i,2,-3,17,1.2%,
CCN(CCNC(=O)CN(C)S(=O)(=O)c1cccc2nsnc12)c1ccccc1,9%,-5%,0%,-0.7%[50 µM],-2%,3.0,54,i,-16,-9,6,4.6%,
CN1CCN(C(=O)C2=C[C@@H](c3csc4ccccc34)C[C@@H](OCCCCO)O2)CC1,-2%,-4%,-1%,-0.1%,-5%,1.5,84,i,14,-10,-6,0.4%,
CCOC(=O)C1=C(C)NC(C)=C(C(=O)OCC)C1C(=O)OCC(=O)N1CCc2ccccc2C1,0%,1%,-6%,-0.2%,-9%,0.5,73,i,22,-8,7,1.1%,
C1=CC2C3C=CC(C3)C2C1 (centres undefined),·,·,-7%,0.8%,·,0.6,48,·,·,·,·,3.4%,
OC(COc1cc(Cl)c(Cl)cc1Cl)CN1CCN(c2ncccn2)CC1 (centres undefined),-9%,2%,-5%,1.2%[50 µM],-4%,3.9,69,i,6,37,37,8.0%,

# 4 structures already listed, ordered by SMILES length, rising.
SMILES,GPR35 antagonists,AID2073,Dengue-2 NS5 capping,K1F lysis inhibition,LYP inhibition,NTR1 ag,NTR1 ag cell count 20 µM,Autophagy HCS,Autophagy HCS cell loss 18 h,WT yeast gro inh,WT yeast gro inh mutant strain,RSV antiviral HEp-2,others
O=C(CSc1cccc2cccc(Cl)c12)NCc1cccs1,-9%,-6%,-8%,0.1%,-3%,-0.1,87,i,5,10,14,8.7%,
COc1ccc(NC(=O)COc2ccc(-c3ccccc3)cc2)cc1,·,·,-10%,0.4%[50 µM],·,-0.9,54,·,·,·,·,0.0%,
Cc1onc(-c2ccccc2Cl)c1C(=O)NC1CCS(=O)(=O)C1 (centres undefined),-6%,8%,-6%,5.6%,-4%,0.2,59,i,11,11,9,1.6%,
CC(C)c1ccc(CN(C(=O)/C=C/c2ccco2)C2CCS(=O)(=O)C2)cc1 (centres undefined),3%,-2%,-2%,0.2%,6%,0.1,51,·,·,·,·,1.0%,

# Next section.
SMILES,GPR35 antagonists,AID2073,Dengue-2 NS5 capping,K1F lysis inhibition,LYP inhibition,NTR1 ag,NTR1 ag cell count 20 µM,Autophagy HCS,Autophagy HCS cell loss 18 h,WT yeast gro inh,WT yeast gro inh mutant strain,RSV antiviral HEp-2,others
COC(=O)c1ccc(CNC(=O)CSc2nc3ccccc3[nH]2)cc1,6%,38%,-8%,-0.1%,-6%,-2.0,42,·,·,·,·,1.4%,
COCCCNC(=O)CC(NS(=O)(=O)c1ccc(C)cc1)c1ccco1 (centres undefined),0%,2%,-3%,0.2%,-6%,-0.2,55,i,17,4,11,0.4%,
COc1ccc(/C(O)=C/C(=O)C(=O)NNC(=O)C(O)(c2ccccc2)c2ccccc2)cc1,12%,-2%,-14%,0.4%,-5%,-1.1,54,i,1,-4,9,1.4%,
CCn1c(COc2cccc3cccnc23)nnc1SCC(=O)OC,6%,12%,-4%,0.0%,-10%,-1.0,102,i,3,5,11,-1.0%,
CCOc1ccc(S(=O)(=O)NC(C)C(=O)NC2CCCC2)cc1 (centres undefined),3%,11%,0%,0.9%[50 µM],2%,-0.3,40,·,·,·,·,1.4%,
C/C=C(/C)C(=O)Nc1cccc(C2=NOC3(C2)C[C@@H](C(N)=O)N(C(=O)CC)C3)c1 (some centres undefined),-1%,25%,1%,-0.4%,-6%,2.1,72,·,·,·,·,3.4%,
COc1ccc(CCNC(=O)c2c(O)c3c([nH]c2=O)CCCC3)cc1OC,·,·,-2%,0.3%,·,6.3,46,i,5,·,·,0.8%,
O=C(NN1C(=O)C2C3C=CC(C3)C2C1=O)c1ccccc1 (centres undefined),12%,?,-10%,0.1%,-12%,0.2,72,i,25,-8,-5,0.9%,
CN(C)CCn1c(SCc2ccccc2C#N)nc2c(sc3ccccc32)c1=O,7%,12%,-8%,-0.1%,-8%,2.7,70,·,·,·,·,2.3%,
O=Cc1cn(CC(=O)Nc2ccccc2)c2ccccc12,3%,-4%,3%,0.1%,-7%,2.1,52,·,·,·,·,12%,Dengue-2 NS5 capping pilot replicate=-3.0
COc1ccc(S(=O)(=O)N(C)CC(=O)NCCc2ccccc2)cc1OC,-4%,4%,-1%,0.1%,-3%,0.2,84,·,·,·,·,-2.0%,
CC(OC(=O)Cc1c[nH]c2ccccc12)C(=O)c1ccccc1 (centres undefined),·,·,-8%,0.3%[50 µM],·,-2.5,53,·,·,·,·,1.8%,
O=C1C2C3C=CC(CO)(O3)C2C(=O)N1c1ccccc1-c1ccccc1 (centres undefined),29%,68%,-34%,-4.1%[50 µM],-1%,11,49,i,20,69*,54*,2.8%,
CCC(=O)OCc1c(C(F)(F)F)nn(C)c1Oc1cccc(C(F)(F)F)c1,-6%,-4%,4%,0.3%,-5%,3.2,67,i,-7,-2,-41,0.4%,Dengue-2 NS5 capping pilot replicate=-5.0
Cc1cc(N2CCCCCC2)nc2ccc(F)cc12,·,·,-2%,0.9%[50 µM],·,-0.7,37,i,1,·,·,-1.0%,
NC(=O)C1CCCN(C(=S)Nc2ccccc2)C1 (centres undefined),-2%,-19%,-6%,0.9%[50 µM],5%,-1.2,55,i,-1,-9,-7,1.6%,
CCCCSc1nnc([C@@H](NC(=O)OC(C)(C)C)C(C)C)o1,2%,-6%,3%,-0.7%,-5%,-5.4,85,i,-11,·,·,3.1%,Dengue-2 NS5 capping pilot replicate=-2.1
Cc1cccc(Cn2cnc3c(N)c(C)c(C)cc32)c1,-6%,-9%,-2%,1.3%,-4%,0.8,53,i,2,-2,10,7.5%,
COc1ccc(C(=O)NCC(=O)N2CCCCC2)cc1OC,16%,9%,-6%,0.3%,-5%,-0.6,45,i,0,5,8,5.0%,
CC(C)(C)n1nc2c(c1NC(=O)Cc1ccccc1)CS(=O)(=O)C2,9%,16%,1%,2.0%,-1%,-0.5,67,i,5,5,-15,-0.3%,
Cc1ccc(C)c(OCCCCn2ccnc2)c1,9%,2%,-4%,8.4%,-3%,-1.3,52,i,-5,34,28,3.7%,
O=C(NCC1CCCO1)c1ccc(NC(=O)c2ccc([N+](=O)[O-])cc2)cc1 (centres undefined),-24%,5%,-10%,0.2%,-4%,-1.9,52,·,·,·,·,1.5%,Dengue-2 NS5 capping pilot replicate=-5.8
Cc1cc2c(cc1S(=O)(=O)NCC(C)c1ccccc1)n(C)c(=O)c(=O)n2C (centres undefined),4%,4%,-6%,-2.6%,-12%,9.0,51,·,·,·,·,2.2%,
CCN(CC)c1ccc([N+](=O)[O-])cc1C(=O)N1CCOCC1,8%,0%,3%,-2.5%,-4%,-1.0,40,i,24,-4,1,0.1%,
COc1ccc(C(=O)NC(=S)Nc2ccccc2[N+](=O)[O-])cc1OC,-10%,-2%,-8%,5.4%,0%,2.9,50,i,27,5,5,1.0%,
COc1cc(C(=O)NNC(=S)NC(=O)c2ccc3c(c2)OCO3)cc(OC)c1OC,4%,-39%,·,·,-1%,0.0,58,·,·,·,·,·,
